NOD2-RIPK2 inh – blocks binding of human NOD2 to RIPK2. 360,000 compounds, 0.38% hits. CHO BLA complementation NOD2-RIPK2, CCF4 ratio. inhibition, % at 4.98 µM. O43353; in the data active = inhibition above about 21%;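 note: 0% = vehicle only and 100% = reference blocker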
SRC1 inh – human NCOA1 inhibition | 360,000 compounds, 0.12% hits | inhibition, % at 3.6 µM | HEK293 GAL4-SRC1 luciferase reporter, luminescence | Q15788;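 active = inhibition above the campaign mean plus 3 SD, with each screening campaign given its own cutoff, cut at about 60% in these data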;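 note: 0% = DMSO treated cells and 100% = gossypol at 36 µM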
Target sequence (Q15788 whole entry, looked up, the tested form may be a part): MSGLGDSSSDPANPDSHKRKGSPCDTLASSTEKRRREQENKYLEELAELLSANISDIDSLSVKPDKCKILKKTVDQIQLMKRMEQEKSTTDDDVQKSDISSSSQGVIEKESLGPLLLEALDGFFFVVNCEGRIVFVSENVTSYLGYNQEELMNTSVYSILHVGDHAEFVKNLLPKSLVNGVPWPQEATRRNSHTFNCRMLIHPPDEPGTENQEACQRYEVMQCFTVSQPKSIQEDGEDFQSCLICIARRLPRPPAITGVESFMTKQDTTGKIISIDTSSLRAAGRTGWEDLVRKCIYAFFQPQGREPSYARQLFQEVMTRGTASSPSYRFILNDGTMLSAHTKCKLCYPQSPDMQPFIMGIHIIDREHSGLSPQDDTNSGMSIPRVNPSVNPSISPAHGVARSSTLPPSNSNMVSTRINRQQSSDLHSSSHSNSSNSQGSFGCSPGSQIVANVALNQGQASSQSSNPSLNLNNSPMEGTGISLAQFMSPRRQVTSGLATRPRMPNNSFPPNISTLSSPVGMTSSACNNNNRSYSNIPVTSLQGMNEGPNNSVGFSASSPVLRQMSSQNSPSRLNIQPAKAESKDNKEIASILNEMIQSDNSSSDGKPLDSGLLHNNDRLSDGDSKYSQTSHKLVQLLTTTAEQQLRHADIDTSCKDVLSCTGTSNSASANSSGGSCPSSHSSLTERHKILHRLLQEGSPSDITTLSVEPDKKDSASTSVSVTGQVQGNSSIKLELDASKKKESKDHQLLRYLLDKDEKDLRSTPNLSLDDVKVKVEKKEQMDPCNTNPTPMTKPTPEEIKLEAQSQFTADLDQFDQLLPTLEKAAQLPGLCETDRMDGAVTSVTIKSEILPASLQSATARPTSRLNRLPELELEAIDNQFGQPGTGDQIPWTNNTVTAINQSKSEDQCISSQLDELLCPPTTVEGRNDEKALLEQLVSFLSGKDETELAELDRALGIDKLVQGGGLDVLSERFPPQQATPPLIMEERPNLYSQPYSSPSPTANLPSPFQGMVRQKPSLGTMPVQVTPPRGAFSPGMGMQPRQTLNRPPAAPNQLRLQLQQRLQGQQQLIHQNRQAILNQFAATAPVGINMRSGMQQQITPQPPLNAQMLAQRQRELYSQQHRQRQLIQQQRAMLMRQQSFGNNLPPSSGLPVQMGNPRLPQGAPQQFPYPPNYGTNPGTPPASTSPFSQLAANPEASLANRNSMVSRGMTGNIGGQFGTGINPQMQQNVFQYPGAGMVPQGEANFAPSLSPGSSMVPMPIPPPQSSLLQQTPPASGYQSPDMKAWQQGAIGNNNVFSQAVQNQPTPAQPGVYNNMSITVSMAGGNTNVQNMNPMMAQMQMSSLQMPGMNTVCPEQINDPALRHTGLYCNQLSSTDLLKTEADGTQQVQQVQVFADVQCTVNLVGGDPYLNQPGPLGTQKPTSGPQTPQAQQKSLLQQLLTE
ABHD5-PLIN5 inh – inhibitors of human ABHD5-perilipin-5 interaction; inhibition, % at 4 µM; Split G. princeps luciferase complementation, luminescence, 4 h; Q00G26+Q8WTS1; 360,000 compounds, 0.78% hits;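 active = inhibition above the mean inhibition across every tested compound plus 3 SD, cut at about 22% in these data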;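 note: 0% = DMSO only wells and the 100% control is not disclosed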
MC4R barr agon – activates human MC4R beta-arrestin recruitment | P32245 | 360,000 compounds, 0.98% hits | activation, % at 8.9 µM | U2OS MC4R beta-arrestin complementation, luminescence; percent of melanotan II response, DMSO zero;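 active = activation above a per-plate cutoff, the mean activation of sample wells on that plate plus 3 SD, cut at about 8% in these data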
NR2F2 inh – NR2F2 (human) inhibition, primary screen. HEK293T NGFI-A luciferase reporter, luminescence. inhibition, % at 8.6 µM. 370,000 compounds, 0.7% hits;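 active = inhibition above a per-plate cutoff, mean inhibition of test wells between control levels plus 3 SD, cut at about 38% in these data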;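 note: cells cotransfected with COUP-TFII expression vector driving the NGFI-A reporter; 0% = median of COUP-TF2 test wells and 100% = reporter-only cells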
NR5A2 inv ag – inverse agonists of human LRH-1 (NR5A2) | O00482 | inhibition, % at 3.6 µM | 360,000 compounds, 0.13% hits | HEK293T StAR-luciferase reporter, LRH-1 transfected, 24 h;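 active = inhibition above the mean inhibition of all tested compounds plus 3 SD, cut at about 73% in these data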;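 note: 0% = DMSO wells and 100% = reporter-only cells lacking LRH-1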
NCOA3 inh – inhibitors of human steroid receptor coactivator 3 (SRC3). Q9Y6Q9. HEK293 GAL4-SRC3 luciferase reporter, luminescence. inhibition, % at 3.6 µM. 360,000 compounds, 0.17% hits;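 active = inhibition above a per-campaign cutoff, the mean of all compounds plus 3 SD, cut at about 60% in these data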;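 note: 0% = DMSO-treated cells and 100% = gossypol-treated cells at 36 µM; higher means less SRC3-driven luciferase light from the GAL4 reporter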
TLR9-MyD88 block – inhibitors of human TLR9-MyD88 binding. Q9NR96+Q99836. CHO BLA complementation TLR9-MyD88, CCF4 FRET ratio. inhibition, % at 4.98 µM. 340,000 compounds, 0.21% hits. AID 504734;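 active = inhibition above the mean over all tested compounds plus 3 SD, cut at about 21% in these data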;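 note: 0% = DMSO only wells and 100% = clavulanate BLA inhibitor control wells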
NCOA2 inhibitor – inhibits human steroid receptor coactivator 2; Q15596; HEK293 GAL4-SRC2 luciferase reporter, luminescence; inhibition, % at 9 µM; 370,000 compounds, 0.17% hits; AID 651957;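 active = inhibition above the mean inhibition of all tested compounds plus 3 SD, set per campaign, cut at about 52% in these data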;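 note: 0% = DMSO treated cells and 100% = cells given Gossypol at 36 µM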
MC4R antagonist – blocks human MC4R cAMP signaling; AID 540295; 360,000 compounds, 0.48% hits; MC4R-expressing cells, MTII-stimulated cAMP, LANCE TR-FRET; inhibition, % at 6.5 µM; P32245;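 active = inhibition above its plate's cutoff, the mean of tested wells on that plate plus 3 SD, cut at about 29% in these data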;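 note: 0% = Melanotan II alone and 100% = Melanotan II plus saturating MCL0020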
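Test system: U2OS cells stably expressing human melanocortin 4 receptor (MC4R); also added: Melanotan II challenge; compound: 6.5 µM single dose; timing: 30-min compound preincubation, 1-h Melanotan II challenge, 1-h detection, room temperature; signal: Eu-cAMP/anti-cAMP TR-FRET, emission 671 nm; repeats: one well per compound, no replicates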
LMP1 NFkB inh – inhibitors of Epstein-Barr LMP1-induced NF-kappaB reporter. inhibition, % at 12.5 µM. AID 504558. LMP1-induced NF-kappaB luciferase reporter cells, luminescence. 350,000 compounds, 0.69% hits; in the data active = inhibition above about 41%;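 note: 0% = neutral control wells and 100% = reference inhibitor control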
An asterisk follows results filed as active; x = not tested or not shown. These rows are one share of the data; count on the stated rates, not on these rows.

SMILES	NOD2-RIPK2 inh	SRC1 inh	ABHD5-PLIN5 inh	MC4R barr agon	NR2F2 inh	NR5A2 inv ag	NCOA3 inh	TLR9-MyD88 block	NCOA2 inhibitor	MC4R antagonist	LMP1 NFkB inh
Cc1ccc(S(=O)(=O)N2CCN(C(=O)c3ccc(N4CCCC4)c([N+](=O)[O-])c3)CC2)cc1	-8	13	1	-1.5	3	8	-18	-5	-16	1	-6
Cc1cccc(OCC(=O)Nc2cc(C)ccc2O)c1	-13	-31	-2	0.4	-13	-16	-5	1	-14	6	-7
CCOc1ccccc1/C=C(/NC(=O)c1ccccc1)C(=O)NCC(=O)O	-4	-10	0	1.3	0	4	17	2	-4	-9	-4
CC(C)[C@H](NC(=O)[C@@H]1CSC2c3ccccc3C(=O)N21)C(=O)NC1CCCCC1 (some centres not stated)	-9	10	5	0.0	3	-14	-5	3	5	12	-23
COc1ccc(-c2csc(N(CCCN3CCOCC3)C(=O)c3ccco3)n2)cc1	8	-1	7	0.8	36	6	2	-1	-13	4	0
Cc1ccc[n+](CC(=O)Nc2cc(C(F)(F)F)ccc2Cl)c1	1	-5	-8	1.7	7	-12	3	8	-5	9	-1
O=C1CN(C(=O)CCCc2c[nH]c3ccccc23)c2ccccc2N1	0	-9	8	-1.4	9	18	-29	5	24	3	-1
CCOC(=O)C(=N/O)/C(C)=N/NC(=O)C(=O)Nc1ccc(Cl)cc1	7	-8	-1	-1.5	10	12	10	1	6	7	-1
Cc1cc2oc(=O)cc(CN3CCCCC3)c2cc1C(C)C	5	-9	-2	-0.7	10	4	-32	6	-4	-19	-12
COc1ccc(CNC(=O)C(=O)NCC2OCCN2S(=O)(=O)c2ccc3c(c2)OCCO3)cc1 (configuration not stated)	-3	-15	-1	0.3	6	2	12	2	-6	9	1
CC1=CC(C)C2(CO)COC(c3cccnc3)C1C2C (configuration not stated)	0	15	10	2.4	15	-3	20	3	-49	-3	11
CC(OC(=O)c1ccc(NC(=O)CC#N)cc1)C(=O)Nc1ccc(Oc2ccccc2)cc1 (configuration not stated)	5	-26	-2	-3.0	6	3	-9	3	-34	8	-1
C=CCn1c(C)cc(C(=O)COc2ccc(S(=O)(=O)N3CCCC3)cc2[N+](=O)[O-])c1C	-7	-2	0	-1.1	2	4	-8	6	-8	7	-4
Cc1ccc(COC(=O)c2ccc3c(c2)C(=O)N(CCCN2CCOCC2)C3=O)cc1	-4	3	2	-0.3	26	14	-10	2	20	2	-4
CCOC(=O)C1C(c2ccccc2)C(C(=O)OCC)C1c1ccccc1 (configuration not stated)	0	-5	5	-0.7	14	9	8	-6	-16	9	4
Cc1cc(C(=O)OCC(=O)N2CCC(c3ccccc3)=N2)ccc1[N+](=O)[O-]	1	5	6	-1.6	7	5	5	2	-2	3	-1
O=C(NCCc1ccc(C(F)(F)F)cc1)C1COc2ccccc2O1 (configuration not stated)	-1	9	-5	-0.1	8	-2	-5	-15	10	0	-3
O=C(Cc1ccccc1)N/N=C/c1cccn1-c1ccc([N+](=O)[O-])cc1	-13	5	-4	-0.8	14	-13	3	-7	-2	14	10
CC(C)Cc1nnc(NC(=O)c2ccc(-n3cncn3)c([N+](=O)[O-])c2)s1	2	-1	7	-1.3	-5	-9	8	2	0	5	-6
COCCNC(=O)C1CC(c2ccc(F)cc2)=NO1 (configuration not stated)	-4	0	1	-1.1	5	5	2	-12	20	0	-6
Cc1cccc(-n2nc([N+](=O)[O-])c(=NCc3cccnc3)n2O)c1	0	-6	8	0.9	-6	9	8	1	-40	4	-17
COCCNCCCOc1ccc(Cl)cc1Br	-2	-32	5	-1.8	-17	0	-15	1	-37	-3	-7
COc1ccc(/C=N/N=C2\SC(CC(=O)O)C(=O)N2c2ccccc2)cc1 (configuration not stated)	8	0	-1	-1.7	0	-6	-19	0	-4	6	-4
CCCc1cc(CNC(=O)C2CCC(=O)N(Cc3ccccc3F)C2)on1 (configuration not stated)	-5	-7	-1	0.2	12	8	19	-2	-12	-5	2
c1ccc(Oc2cccc(OCCCCSc3ncccn3)c2)cc1	2	3	-5	4.5	-11	1	3	5	-4	0	2

(list continues)
SMILES	NOD2-RIPK2 inh	SRC1 inh	ABHD5-PLIN5 inh	MC4R barr agon	NR2F2 inh	NR5A2 inv ag	NCOA3 inh	TLR9-MyD88 block	NCOA2 inhibitor	MC4R antagonist	LMP1 NFkB inh
CCCOc1ccc(-c2c(C(=O)N/N=C/c3ccccc3OCC)nnn2-c2nonc2N)cc1	-5	1	11	0.1	4	-1	3	-5	-23	13	-2
CC(c1ccccc1)N1CC(C(=O)Nc2nccs2)CC1=O (configuration not stated)	8	18	6	0.1	8	13	-21	9	5	7	-5
COC(=O)Cc1cc(=O)[nH]c(/N=C(\N)Nc2ccc(C(C)C)cc2)n1	-9	11	2	-0.1	-7	-2	17	0	7	3	3
CC(=O)c1ccc(S(=O)(=O)NCCC(=O)N2CCN(c3ccccn3)CC2)cc1	-9	-8	-10	-1.3	-5	-7	2	5	-19	8	0
COc1ccc(Cl)cc1NC(=S)N1CCN(c2ncccn2)CC1	1	-8	1	-0.7	4	6	12	-1	-7	9	-4
O=C(NCCc1nc2ccccc2[nH]1)/C(=C/c1ccc2c(c1)OCO2)NC(=O)c1ccc(Cl)cc1Cl	1	-5	14	-1.6	1	-8	0	5	22	17	-2
COc1ccc(NC(=O)Nc2ccc(C)cc2Br)c(OC)c1	-11	0	-2	1.4	12	-13	4	15	-11	0	-4
O=C(COC(=O)c1ccc(CNS(=O)(=O)c2ccc(F)c(Cl)c2)cc1)NCC1CCCCC1	0	-25	-9	2.2	7	-3	16	5	-4	4	0
COc1cc(Nc2c3c(nc4ccccc24)CCC3)cc(OC)c1OC	0	-15	10	-1.8	-39	28	19	-4	-14	-12	-7
CC(Cc1cccs1)NC(=S)Nc1ccccc1 (configuration not stated)	-11	-11	-7	0.5	3	-9	-1	2	2	-2	0
O=[N+]([O-])c1ccc2nc(Cl)nc(-c3ccccc3)c2c1	-3	-8	6	0.1	6	2	-10	12	-7	17	7
Cc1ccccc1NC(=O)Cc1nc(COC(=O)CCc2ccccc2)cs1	-3	-6	-11	-0.6	10	-3	4	-7	13	2	0
COc1ccc(-c2cc(C(=O)NC3CCCC3)c3ccccc3n2)cc1	14	-13	0	0.6	5	-2	-9	7	-6	0	0
C=CCNC(=S)N1CCN(CCN=Cc2c(C)[nH]n(-c3ccc([N+](=O)[O-])cc3)c2=O)CC1	-11	5	-17	-1.6	9	-5	7	-2	-29	15	-3
CCN(CC)CCN1C(=O)c2oc3ccccc3c(=O)c2C1c1ccccc1 (configuration not stated)	-5	-2	-6	0.3	x	-20	13	-5	x	3	-4
CCN(C(=O)Cn1nc(C)c([N+](=O)[O-])c1C)C1CCS(=O)(=O)C1 (configuration not stated)	-2	-2	12	-1.6	5	-2	-11	3	-6	-9	-7
CCCn1nnc(NC(=O)c2cccc(OCC(C)C)c2)n1	-5	-33	-8	0.5	-17	-68	-45	-11	-30	1	-14
Cc1ccc(S(=O)(=O)N2CCCCC2)cc1NC(=O)C1=NN(c2ccccc2)C(=O)CC1	-13	6	2	-1.5	4	11	-26	-3	-27	1	-15
COc1cccc(-c2nnc(SCC(=O)Nc3cc(C)on3)o2)c1	1	-94	-3	1.7	-36	-110	-39	0	-25	10	10
CC1=C(C(=O)Nc2ccc(F)cc2)C(c2ccc(C)o2)C2=C(CC(C)(C)CC2=O)N1 (configuration not stated)	-12	13	4	1.0	9	10	14	-2	8	4	-7
CCCCCn1nc(C)c2c(C)cc(=O)[nH]c21	6	-17	12	-1.3	10	-13	5	4	-9	6	0
Cn1c(=O)c2c(ncn2CCCc2ccccc2)n(C)c1=O	-1	10	-5	-2.9	-5	-10	13	1	-1	11	2
O=C(Cc1ccc(Cl)cc1)NNC(=O)C(=O)NC1CCCCC1	-4	18	-5	-0.3	2	10	6	3	-24	8	6
CCOc1ccc(NC(=O)Nc2nnc(CC(=O)NCc3ccccc3)s2)cc1	-12	-23	9	1.1	1	-10	1	-1	-22	-4	-6
Cc1ccc(NC(=O)NCC2CCN(Cc3cc(C)ccc3Cl)CC2)c(C)c1	2	2	6	0.7	8	7	9	-5	-11	-1	4

Going on with the list:
SMILES	NOD2-RIPK2 inh	SRC1 inh	ABHD5-PLIN5 inh	MC4R barr agon	NR2F2 inh	NR5A2 inv ag	NCOA3 inh	TLR9-MyD88 block	NCOA2 inhibitor	MC4R antagonist	LMP1 NFkB inh
CCCc1cc(=O)[nH]c(SCC(=O)Nc2cccc3ccccc23)n1	-12	-7	-11	-2.1	-5	0	-2	-3	8	8	-1
COc1cc2c(cc1NC(=O)c1ccc3c(c1)OCO3)oc1ccccc12	-2	-83	1	4.5	-32	-23	-70	4	-21	0	-61
CC(=O)Oc1cc(OC(C)=O)c2c(=O)c(-c3ccc4c(c3)OCCCO4)c(C)oc2c1	2	-12	-1	-1.1	-18	-26	6	-13	-20	9	-12
Cc1occc1C(=O)NC(C)c1ccc2c(c1)OCO2 (configuration not stated)	2	4	4	-0.3	13	-11	-6	-6	-2	16	10
O=C(/C=C/c1c(F)cccc1Cl)Nc1nc2ccccc2[nH]1	-2	-90	-1	0.1	-32	-63	-74	-4	-53	6	-2
Cc1nc2ccc(Cl)cc2nc(C)/c1=N\O	-8	-108	-1	0.8	-35	-212	-104	-10	-52	8	-18
Cn1ccnc1SCc1ccc([N+](=O)[O-])cc1	0	-19	7	0.7	0	-7	15	0	4	2	-2
COc1cccc(-n2c(SCC(=O)N3CCOCC3)nnc2-c2c[nH]c3ccccc23)c1	-4	-1	11	1.2	0	19	17	8	-14	1	-3
O=C(Oc1ccc(Br)cc1C(=S)N1CCOCC1)c1ccc([N+](=O)[O-])cc1[N+](=O)[O-]	-1	3	7	-2.7	20	1	-5	1	-3	6	-8
CN(CC(=O)Nc1ccccc1Br)Cc1nc2ccccc2c(=O)[nH]1	5	-9	1	-1.3	-3	3	-13	-7	-7	14	5
CNc1nc(-c2ccc3c(c2)CCN3C(=O)c2ccccc2F)cs1	-9	-119	-5	-1.2	-70	-126	-91	-9	-38	4	-29
CN(C)/N=C/c1ccc(OC(=O)c2cccc([N+](=O)[O-])c2)cc1	-3	6	-3	2.4	-16	6	20	-7	-6	6	2
CN(Cc1ccc(C(F)(F)F)cc1)C(=O)c1ccc2ccccc2n1	-9	4	-7	2.3	-1	-12	1	-5	-30	-13	-1
CC(NC(=O)c1cc2sccc2n1C)c1ccc2c(c1)OCCO2 (configuration not stated)	-3	-51	2	-2.3	-4	-31	-77	1	-3	7	-43
